# FUS yeast rescue: suppressors of FUS proteinopathy in yeast. S. cerevisiae FUS-expressing, growth rescue, OD600, 24 h. Potency, µM (doses to about 76.6 µM), for the others: at the top dose growth rescue (activation), hits mostly activators. 390,000 compounds, 0.24% hits;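 further: plate controls were DMSO vehicle for no effect and reference control for full effect; nearly all actives have a fitted effect of over 55% in size; some results filed as inactive show a strong effect at the top dose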
#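 Steps: raffinose overnight preculture; dilution to OD 0.005 in 2% galactose minimal medium; compound addition (concentration series); 24hr at 30C, 99% humidity; absorbance read at 600 nm.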
# EPAC2 antag: EPAC2 (human) antagonism; Q8WZA2; EPAC2 GEF exchange of Rap1B-BODIPY-GDP, fluorescence; Potency, µM (doses to about 114 µM), for the others: at the top dose activity, negative = inhibition, hits mostly inhibitors; 360,000 compounds, 0.18% hits; further: on the % scale 0 is the no-effect control and ±100 the full control effect; nearly all actives have a fitted effect of over 45% in size; many of its hits are not listed in these tables
# EPAC1 antag: antagonists of human EPAC1; O95398; EPAC1 GEF assay, Rap1b-BODIPY-GDP exchange fluorescence; Potency, µM (doses to about 115 µM), for inactives: top-dose activity change, negative = inhibition, usual class: inhibitors; 360,000 compounds, 0.14% hits; AID 720709;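 further: plate controls were vehicle for no effect and positive control for full effect; nearly all actives have a fitted effect of over 50% in size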
# PTHR1 ag: PTHR1 (human) receptor agonism; Q03431; HEK293 GP2 PTHR1 cells, GloSensor cAMP luminescence, 1 h; Potency, µM (highest dose often 115 µM), for inactives: at the highest dose activation, hits mostly activators; 410,000 compounds, 0.075% hits; AID 743266; further: nearly all actives have a fitted effect of over 55% in size; some results filed as inactive show a strong effect at the top dose; inactives centre near -15; many of its hits are not listed in these tables
# Target sequence (Q03431 whole entry, looked up): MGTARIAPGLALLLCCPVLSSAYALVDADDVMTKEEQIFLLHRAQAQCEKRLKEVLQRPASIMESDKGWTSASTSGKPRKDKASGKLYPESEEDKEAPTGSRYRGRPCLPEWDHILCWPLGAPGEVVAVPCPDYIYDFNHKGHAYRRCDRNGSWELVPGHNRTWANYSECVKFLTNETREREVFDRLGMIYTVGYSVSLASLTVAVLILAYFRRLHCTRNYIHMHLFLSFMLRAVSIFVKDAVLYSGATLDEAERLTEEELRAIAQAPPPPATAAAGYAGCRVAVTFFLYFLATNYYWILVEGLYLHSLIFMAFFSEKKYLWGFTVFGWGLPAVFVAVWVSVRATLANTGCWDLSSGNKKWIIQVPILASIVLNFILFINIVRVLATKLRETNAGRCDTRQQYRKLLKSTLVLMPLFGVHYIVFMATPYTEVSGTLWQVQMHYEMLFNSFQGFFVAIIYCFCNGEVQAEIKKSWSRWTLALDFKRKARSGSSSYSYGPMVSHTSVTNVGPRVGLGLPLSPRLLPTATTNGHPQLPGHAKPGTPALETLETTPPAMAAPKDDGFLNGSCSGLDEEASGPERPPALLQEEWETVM
#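 HEK-293-derived GP2 cells expressing PTHR1 and a GloSensor cAMP reporter, 3,000/well, plated overnight, given luciferin plus IBMX (each 0.5 mM as added) for 1 h at 37 °C, then compound for 1 h at 37 °C. Luminescence was read after 15 min at room temperature.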
# EPAC2 agonist: agonists of human EPAC2 (RAPGEF4); EPAC2 activation, biochemical qHTS; response scale: 100% = 6.5 mM cAMP response; Potency, µM (titrated, usually from 154 µM), for the others: top-dose activation, actives largely listed as activators; 360,000 compounds, 0.079% hits; AID 720711; further: nearly all actives have a fitted effect of over 50% in size
#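 Exchange assay: 100 nM EPAC2 with 250 nM Rap1B-BODIPY-GDP and 50 uM GDP. Fluorescence (ex 480/em 540 nm) read every 5 min for 30 min at room temperature. Data normalized to 6.5 mM cAMP as agonist control.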
# aSyn rescue: alpha-synuclein toxicity inhibition in yeast; Yeast expressing alpha-synuclein, growth rescue, BacTiter-Glo, 24 h; Potency, µM (highest dose often 46.1 µM), for the others: at the highest dose growth rescue (activation), usual class: activators; 370,000 compounds, 0.14% hits; AID 652106; further: % of control where 0% means no effect; nearly all actives have a fitted effect of over 65% in size
#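 Rescue of yeast growth: cells expressing toxic alpha-synuclein, induced in galactose at OD600 0.02, incubated with compound 24 h at 30 C. ATP luminescence quantified growth; inhibitors of toxicity appear as activators.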
# TDP43 rescue: inhibitors of TDP-43 toxicity in yeast. TDP-43 expressing yeast growth rescue, BacTiter-Glo, 24 h. Potency, µM (doses to about 46.1 µM), for the others: at the top dose growth rescue (activation), most hits filed as activators. 410,000 compounds, 1.8% hits. AID 652104; further: % of control where 0% means no effect; nearly all actives have a fitted effect of over 50% in size
#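 Cell-based yeast growth screen: TDP-43 expression induced in galactose, inoculum OD600=0.02 after raffinose pregrowth to mid-log. Read-out BacTiter-Glo luminescence at 24 hr, 30 deg C; inhibition of toxicity seen as signal increase.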
# EPAC1 ag: activates human EPAC1 exchange factor | Potency, µM (doses to about 154 µM), for the others: top-dose activation, actives largely listed as activators | O95398 | EPAC1 agonist qHTS, biochemical assay; response scale: 100% = response to 6.5 mM cAMP | 360,000 compounds, 0.073% hits; further: nearly all actives have a fitted effect of over 60% in size
#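 Nucleotide exchange assay: 100 nM EPAC1 with 250 nM Rap1B loaded with BODIPY-GDP and 50 uM GDP, room temperature. Fluorescence (480/540 nm) read every 5 min for 30 min; signal change normalized to 6.5 mM cAMP as full agonist.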
# * = called active by the depositor; i = inactive; ? = inconclusive; . = not tested or not shown; & = joins results of further samples; [ ] = dose if it differs, or a comment. The call rests on the fitted dose curve; in most records, active means well fitted curve in the direction sought with a large enough effect; inconclusive means small, poorly fitted or top-dose-only effect, or another doubt; inactive means no such curve, though single readings can be large; an effect the other way counts as inactive or inconclusive. Potency means the concentration at half of the fitted maximal effect.
# The opening 2 compounds, to show the layout:
SMILES | FUS yeast rescue | EPAC2 antag | EPAC1 antag | PTHR1 ag | EPAC2 agonist | aSyn rescue | TDP43 rescue | EPAC1 ag
COc1ccc(CNC(=O)CSc2nnc3c(n2)[nH]c2ccc(F)cc23)cc1 | 21% | -3% | -3% | -3% | 3% | 0% | 3% | 3%
Cc1ccc(CN2CCN(c3ccccc3)CC2)o1 | 19% | 6% | -2% | i | -5% | -3% | 0%[1.82 µM] | -12%

# Main list, from the start:
SMILES | FUS yeast rescue | EPAC2 antag | EPAC1 antag | PTHR1 ag | EPAC2 agonist | aSyn rescue | TDP43 rescue | EPAC1 ag
COc1ccc(CNC(=O)CSc2nnc3c(n2)[nH]c2ccc(F)cc23)cc1 | 21% | -3% | -3% | -3% | 3% | 0% | 3% | 3%
Cc1ccc(CN2CCN(c3ccccc3)CC2)o1 | 19% | 6% | -2% | i | -5% | -3% | 0%[1.82 µM] | -12%
CCOc1ccc2c(c1)s/c(=N\S(=O)(=O)c1ccc(OC)cc1)n2C(F)F | 22% | 5% | -4% | i | -1% | 1% | 0% | 8%
Clc1ccc2c(NCc3ccccn3)ccnc2c1 | -15% | -5% | ? | ? | -1% | 4% | 7% | 5%
CC(=O)c1cccc(NCC(=O)Nc2cccc(S(=O)(=O)N3CCCCC3)c2)c1 | 13% | -4% | -10% | -25% | 8% | 3% | 5% | 9%
CCS(=O)(=O)N1CCC(C(=O)NCc2cccnc2)CC1 | 3% | 4% | 19% | i | 7% | 2% | -2% | -4%
CCOc1ccc(-c2nn3c(-c4ccc(F)cc4)nnc3s2)cc1 | -18% | 5% | 2% | 6%[57.5 µM] | 10% | 10% | -10% | 6%
CCOc1ccccc1NC(=S)N1CCC(c2nc3ccccc3o2)CC1 | 26% | -1% | -16% | i | 15% | -1% | ? | 6%
COc1cccc(C(=O)N2CCC(CCC(=O)Nc3cccc(C)c3)CC2)c1 | . | 12% | 5% | -21% | 9% | 1% | -13% | 0%
COc1cccc(CNC(=O)c2nnn(CC(=O)Nc3cc(C)ccc3C)c2N)c1 | -1% | -3% | -5% | -6% | 9% | -6% | -11% | 9%
CCOC(=O)CSc1nnc(-c2ccc(OC)cc2OC)o1 | -2% | 0% | -8% | -40%[inhibitor][57.5 µM] | 12% | 9% | -12% | 11%
COc1cc(CN2CCN(c3ccccc3F)CC2)cc(OC)c1O | 25% | -13% | -21% | -13% | -9% | -4% | -14% | 5%
CC(C)(C)C(=O)Nc1ccccc1C(=O)Nc1ccccn1 | 11% | 5% | 3% | i | -3% | -5% | 4% | 3%
Cc1csc(CNC(=O)c2cc(COc3c(C)cccc3C)on2)n1 | 22% | -7% | 8% | -1% | 3% | 1% | 30% | 1%
O=S1(=O)CC(N2CCCC2)CN1Cc1cn(Cc2ccc(Cl)cc2)nn1 (centres undefined) | -3% | 4% | -15% | i | 1% | 5% | 12% | 16%
COc1ccc2c(CC(=O)Nc3ccc(N4CCOCC4)cc3)coc2c1 | -1% | 8% | 9% | -14% | 1% | 7% | 1% | -6%
CCCN(CCC)CCCNC(=O)c1cnn(-c2ccc(F)cc2)c1-n1cccc1 | -2% | . | . | -14% | . | -2% | -5% | .
Nc1ccccc1NC(=O)c1ccccc1 | 4% | -4% | 14% | i | 7% | -9% | 2% | 6%
Cc1c(C)n(C)c2ccc(C(=O)NCCCN(C)C3CCCCC3)cc12 | 15% | 6% | 24% | -20% | -8% | -2% | -23% | -3%
Cc1ccc(S(=O)(=O)NCCC(=O)N2CCC(C)CC2)cc1 | -14% | 4% | 4% | i | 4% | 7% | 27% | 11%
Cc1cc(NC(=O)CN2C(=O)NC(C)(c3ccc(Cl)cc3Cl)C2=O)no1 (centres undefined) | 7% | 2% | -7% | i | 3% | -3% | -9% | -2%
COC(=O)C(NC(=O)C(NC(=O)C1CCC(C)CC1)C(C)C)C(C)C (centres undefined) | 12% | 4% | 3% | i | -6% | -2% | -7% | 1%
COc1cc(OC)cc(C(=O)N/N=C(\C)CC(=O)Nc2ccccn2)c1 | 11% | -5% | 9% | -1% | -9% | 0% | -4% | -13%
Cc1ccc(NC(=O)Nc2cccn(Cc3c(F)cccc3Cl)c2=O)cc1 | -22% | 7% | 6% | -39%[inhibitor] | -3% | 3% | 13% | 20%
COc1cc(CC(=O)NCCc2ccc(S(N)(=O)=O)cc2)cc(OC)c1OC | -20% | 7% | -1% | i | -2% | 4% | 23% | -2%
CN(C)CC[C@@H](c1ccc(Cl)cc1)c1ccccn1 | -19% | -3% | -2% | i | 2% | 1%&-5% | 10% | -1%
O=C(Cn1c(NCCO)nc2ccccc21)c1ccc(Cl)cc1 | 11% | 12% | 3% | i | -4% | 5% | 6% | -4%
O=[N+]([O-])c1ccc(O)c(/C=N/Nc2ccc(Cl)nn2)c1 | 4% | -10% | -24% | -8% | 0% | ? | -6% | -3%
O=C(Nc1cccc(F)c1)c1cc(S(=O)(=O)NCCC2=CCCCC2)ccc1F | 30% | -9% | -13% | -34% | -6% | ? | ? | -3%
N#Cc1cccc(C(=O)Nc2cc(S(=O)(=O)N3CCOCC3)ccc2N2CCCC2)c1 | 21% | 5% | -15% | -6% | 2% | -3% | -32%[inhibitor] | 1%
COC(=O)c1c(-c2snnc2C)n[nH]c1C | -29% | -2% | 1% | -2% | 3% | 1% | 8% | -5%
CC(=O)Nc1cnc(/C=C\CCCO)cn1 | -9% | 5% | 3% | 2% | 10% | -9% | 12% | 15%
CCC(=O)Nc1nc2cc(OC)ccc2s1 | -7% | -3% | -8% | -7%[57.5 µM] | 4% | -7% | 17% | 5%
O=C(NCCN1CCC(n2c(=O)[nH]c3ccccc32)CC1)c1c(F)cccc1F | -6% | ? | -22% | -42%[inhibitor] | 15% | 2% | 17% | ?
CC1CN(C2CCN(S(=O)(=O)c3ccc(F)cc3)CC2)CC(C)O1 (centres undefined) | 38% | 17% | 2% | 2% | 7% | 1% | -19% | -2%
O=C(COC(=O)c1ccc(Cl)nc1)Nc1ccc(N2CCCCC2)cc1 | 31% | 2% | -5% | -19% | 10% | -1% | 0% | 4%
Cc1cccc(C)c1CC(=O)N1CCOCC1 | -8% | 8% | 11% | i | 5% | -1% | 12% | 7%
CCCCOc1ccc(C(=O)C(CN2CCOCC2)c2ccccc2)cc1 (centres undefined) | 9% | -8% | -10% | -25% | -3% | 8% | 16% | -2%
CC(C)c1ccc(NC2CCCN(C(=O)CN3CCCC3=O)C2)cc1 (centres undefined) | -7% | -6% | 9% | i | 1% | 2% | 2% | 8%
COc1cc(C(=O)N2CCN(S(=O)(=O)c3ccc(C(C)C)cc3)CC2)ccc1OCC(=O)N1CCOCC1 | 18% | -15% | -22% | -46%[inhibitor] | 6% | 1% | 12% | 14%
O=C(COc1ccc(C(=S)N2CCCC2)cc1)Nc1ccccc1C(F)(F)F | 36% | -19% | -21% | -20% | 22% | -8% | ? | -6%
CCOC(=O)C1CCCN(C(=O)c2csc(-c3ccc4c(c3)CCO4)n2)C1 (centres undefined) | 37% | 1% | -12% | -72%[inhibitor] | 16% | 15% | ? | 3%
CCOc1ccc2c(c1)[N+](C)(C)C(C)(C)C=C2C | -15% | -6% | -22% | i | 0% | -1% | -15% | -3%
COc1ccc2[nH]c3c(=O)n(Cc4ccc(C(=O)N5CCCC5)cc4)c(=S)[nH]c3c2c1 | 9% | 5% | -9% | i | -2% | -7% | -5% | -3%
COc1cccc(CNCc2ccccc2Br)c1OC | 0% | 9% | -27% | i | 1% | -4% | -1% | 7%
COC(=O)c1cccc(Cn2nnc3ccccc3c2=O)c1 | -1% | 5% | -9% | i | -3% | 2% | ? | 6%
CCOC(=O)/C(=C\Nc1ccc(OC(F)(F)F)cc1)Sc1ncc(C(F)(F)F)cc1Cl | -22% | -15% | -9% | i | -8% | 3% | 10% | 0%
Cc1ccc(-c2nc3ccc(C)cn3c2Cc2ccsc2)cc1 | 14% | -22% | -27% | i | 12% | -1% | 0% | -4%
COc1cc(C)c(NC(=O)COc2ccc3c(c2)CCC3)cc1OC | . | 21% | 5% | -37%[inhibitor] | 0% | 3% | -12% | -7%
CC1(c2ccccc2)CC(C)(C)N(C(=O)CSc2nnc(N)s2)c2ccccc21 (centres undefined) | . | -19% | -23% | -51%[inhibitor] | 16% | -42%[inhibitor] | 4% | 5%
O=C(COC(=O)c1cccc(F)c1)NC(=O)NCc1ccccc1 | -23% | 0% | -23% | i | -3% | -8% | -3% | -2%
CCOc1ccc(C(=O)NC(=S)Nc2ccccn2)cc1[N+](=O)[O-] | -26% | -2% | -6% | i | -3% | -5% | 10% | 2%
CC(C)CCN(C(=S)Nc1cccc(F)c1)C1CCN(C(C)C)CC1 | 17% | 2% | 7% | -3% | 4% | 2% | -1% | 6%
Cc1ccc(-n2nc(C)c3c(C)c(CCC(=O)NC(C)c4ccccc4)c(C)nc32)cc1 (centres undefined) | -24%&-14% | 1% | -3% | -22% | -12% | 0% | 3%&21% | -1%
C=CCNC(=O)CN1C(=O)NC(C)(c2ccc(OC)cc2)C1=O (centres undefined) | -14% | -1% | 8% | i | 4% | 4% | -10% | 6%
CC(C)OC(=O)CC12CN3CC(CC(=O)OC(C)C)(CN(C1)C(=O)c1ccccc1C3=O)C2=O | 8% | 2% | -2% | i | 9% | 6% | 6% | -5%

# Next part.
SMILES | FUS yeast rescue | EPAC2 antag | EPAC1 antag | PTHR1 ag | EPAC2 agonist | aSyn rescue | TDP43 rescue | EPAC1 ag
COc1cc(NC(=O)CSc2nnc(C)s2)cc(OC)c1 | -9% | 2% | -13% | -18%[57.5 µM] | 4% | 3% | 17% | 0%
O=C(NCCc1ccc(Cl)cc1)c1ccc2nccnc2c1 | 20% | -8% | 8% | -33%[inhibitor] | -1% | 2% | ? | -3%
O=c1c2ccccc2nc(-c2ccccc2)n1CCN1CCOCC1 | -8% | 5% | 0% | -21%[57.5 µM] | 2% | -11% | 18% | 0%
Cc1cccc(N=C2NC(=O)CS2)c1C | -3% | 3% | 5% | i | 0% | -2% | -8% | -5%
COc1ccc(/C=C2\CCCC3C2=NN(C(=O)COC(=O)CNC(=O)c2ccccc2)C3c2ccc(OC)cc2)cc1 (centres undefined) | ? | -11% | -1% | -23% | 16% | 1% | 13% | 19%
CCn1c(-c2csc3ccccc23)n[nH]c1=S | . | -6% | -15% | i | 18% | 2% | 22µM* | 16%
Cc1nc(SCCC(C)C)c([N+](=O)[O-])[nH]1 | 19% | 19%[57.1 µM] | 3% | i | -1% | -7% | -4% | -12%
CC(=O)OCCNC(=O)c1cc2ccccc2oc1=O | -20% | -2% | -4% | 0% | 3% | -10% | 21% | 6%
C=CCn1c(SCC(=O)NC2CCCCC2)nnc1C1CCCCC1 | -3% | 1% | 1% | i | 15% | 1% | 4% | 4%

# Some of the compounds tested (hit frequency here may not be typical).
